MC4R ag barr: MC4R agonists recruiting beta-arrestin, primary screen, cell-based, luminescence, agonist arm of biased-ligand search | Melanocortin receptor 4 (Homo sapiens), P32245 | U2OS MC4R beta-arrestin complementation; percent of melanotan II response, DMSO zero | activation, % at 8.9 µM | 360,000 tested, 0.98% active | AID 540308, 2011;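 active = activation above a per-plate cutoff, the mean activation of sample wells on that plate plus 3 SD, cut at about 8% in these data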
NOD2-RIPK2 inh: NOD2-RIPK2 binding disruptors in cells, primary screen, fluorescence, CHO cells, BLA complementation | 360,000 tested, 0.38% active | CCF4 ratio | Receptor-interacting serine/threonine-protein kinase 2 (Homo sapiens), O43353 | inhibition, % at 4.98 µM; in the data active = inhibition above about 21%;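 note: 0% = vehicle only and 100% = reference blocker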
N-glyco inh: increase of ERlucT glycosylation luciferase signal, primary screen, N-linked glycosylation inhibitor project, D54 ERlucT cells, luminescence, set 2. D54 ERlucT glycosylation luciferase reporter, 24 h; percent of 100 nM tunicamycin response. reporter increase, % at 12.5 µM. 360,000 tested, 0.23% active;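 active = mean luciferase reporter signal, scaled so untreated is 0 and the glycosylation-blocking control 100, at or above a set limit in every replicate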;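 note: luciferase carries N-glycosylation sites so blocking glycosylation raises the light; 0% = median of neutral control wells and 100% = median of 100 nM tunicamycin wells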
H9c2 protect: cardioprotection against H2O2-induced cell death, primary screen, uHTS, H9c2 cells, ATPLite luminescence. H9c2 cardiomyocytes, H2O2 injury protection, 2 h. protection from H2O2 cell death, % at 20 µM. 360,000 tested, 0.63% active. AID 588492, 2011;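 active = compounds giving at least 50% protection of heart cells from peroxide-induced death in the single-dose screen, raw or plate-pattern-corrected value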;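 note: 0% = DMSO wells with peroxide and 100% = DMSO wells without peroxide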
NCOA2 inhibitor: inhibition of GAL4-SRC2 driven luciferase reporter, primary screen, SRC2 inhibitor project, cell-based, luminescence; Nuclear receptor coactivator 2 (Homo sapiens), Q15596; HEK293 GAL4-SRC2 luciferase reporter; inhibition, % at 9 µM; 370,000 tested, 0.17% active; AID 651957, 2012;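 active = inhibition above the mean inhibition of all tested compounds plus 3 SD, set per campaign, cut at about 52% in these data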;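 note: 0% = DMSO treated cells and 100% = cells given Gossypol at 36 µM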
Target sequence (Q15596 whole entry, looked up, the tested form may be a part): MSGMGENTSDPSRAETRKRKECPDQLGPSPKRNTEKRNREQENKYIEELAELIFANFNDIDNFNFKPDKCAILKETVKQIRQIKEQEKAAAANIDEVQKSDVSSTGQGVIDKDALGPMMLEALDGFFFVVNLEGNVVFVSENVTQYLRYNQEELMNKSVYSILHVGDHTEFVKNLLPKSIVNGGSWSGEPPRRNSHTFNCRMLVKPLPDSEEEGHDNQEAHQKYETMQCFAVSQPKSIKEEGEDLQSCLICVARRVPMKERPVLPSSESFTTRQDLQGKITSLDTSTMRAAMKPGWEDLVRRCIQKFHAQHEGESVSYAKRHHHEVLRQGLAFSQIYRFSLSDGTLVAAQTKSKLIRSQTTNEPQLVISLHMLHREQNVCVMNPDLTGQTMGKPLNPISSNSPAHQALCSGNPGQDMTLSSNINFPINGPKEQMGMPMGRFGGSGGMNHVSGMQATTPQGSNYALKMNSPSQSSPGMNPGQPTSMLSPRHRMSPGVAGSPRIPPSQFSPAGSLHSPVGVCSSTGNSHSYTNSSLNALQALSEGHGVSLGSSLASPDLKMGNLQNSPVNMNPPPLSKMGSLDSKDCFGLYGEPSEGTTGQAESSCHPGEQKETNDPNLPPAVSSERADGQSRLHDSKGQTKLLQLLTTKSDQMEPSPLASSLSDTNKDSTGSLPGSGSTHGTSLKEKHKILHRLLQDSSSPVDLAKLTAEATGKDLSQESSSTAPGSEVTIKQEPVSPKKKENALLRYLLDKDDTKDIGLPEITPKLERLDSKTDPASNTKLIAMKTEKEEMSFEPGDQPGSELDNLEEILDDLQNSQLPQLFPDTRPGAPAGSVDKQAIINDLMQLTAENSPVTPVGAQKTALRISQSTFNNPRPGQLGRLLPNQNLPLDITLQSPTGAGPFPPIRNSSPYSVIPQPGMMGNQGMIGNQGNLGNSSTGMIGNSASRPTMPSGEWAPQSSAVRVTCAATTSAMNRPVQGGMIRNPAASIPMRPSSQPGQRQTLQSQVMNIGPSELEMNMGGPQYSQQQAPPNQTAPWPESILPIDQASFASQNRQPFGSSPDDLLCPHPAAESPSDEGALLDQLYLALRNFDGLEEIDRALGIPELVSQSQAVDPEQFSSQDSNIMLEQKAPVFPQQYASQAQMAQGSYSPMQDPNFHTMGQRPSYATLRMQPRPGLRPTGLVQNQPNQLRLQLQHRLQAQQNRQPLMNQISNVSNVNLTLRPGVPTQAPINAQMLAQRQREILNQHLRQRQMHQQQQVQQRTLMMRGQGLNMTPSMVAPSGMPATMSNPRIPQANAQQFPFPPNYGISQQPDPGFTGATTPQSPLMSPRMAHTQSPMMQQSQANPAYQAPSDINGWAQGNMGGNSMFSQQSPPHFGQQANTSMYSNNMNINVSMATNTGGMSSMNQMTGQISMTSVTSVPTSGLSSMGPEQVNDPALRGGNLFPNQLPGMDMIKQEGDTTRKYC
ABCB6 inh MLPCN: ABCB6 transporter inhibitors, primary screen, K562-ABCB6 cells, flow cytometry, MLPCN library. ATP-binding cassette sub-family B member 6 (Homo sapiens), Q9NP58. K562-ABCB6 porphyrin accumulation, 1 h; active compounds read low. fluorescence ratio to DMSO, % at 10 µM. 360,000 tested, 0.19% active;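 active = fluorescence ratio to DMSO below 75%, the collection mean minus 3 SD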;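 note: signal is porphyrin accumulated inside mitochondria; 100% equals median channel fluorescence of DMSO control wells; lower ratio means ABCB6 inhibition with less porphyrin fluorescence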
MC4R antagonist: MC4R antagonists of cAMP signaling, primary screen, cell-based, TR-FRET, antagonist arm of biased-ligand search; Melanocortin receptor 4 (Homo sapiens), P32245; MC4R-expressing cells, MTII-stimulated cAMP, LANCE TR-FRET; inhibition, % at 6.5 µM; 360,000 tested, 0.48% active; AID 540295, 2011;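 active = inhibition above its plate's cutoff, the mean of tested wells on that plate plus 3 SD, cut at about 29% in these data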;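 note: 0% = Melanotan II alone and 100% = Melanotan II plus saturating MCL0020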
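system = U2OS cells with stable human MC4R expression | also added = Melanotan II challenge after compound preincubation | dosing = one concentration, 6.5 µM nominal | incubation = compound 30 min, challenge 1 h, detection 1 h | measured by = TR-FRET with Eu-cAMP and labeled anti-cAMP, 671 nm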
TLR9-MyD88 block: inhibitors of TLR9-MyD88 association in cells, primary screen, cell-based, CHO, BLA complementation, fluorescence. Toll-like receptor 9 (Homo sapiens) + Myeloid differentiation primary response protein …. AID 504734, 2011. CCF4 FRET ratio. 340,000 tested, 0.21% active. inhibition, % at 4.98 µM;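 active = inhibition above the mean over all tested compounds plus 3 SD, cut at about 21% in these data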;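 note: 0% = DMSO only wells and 100% = clavulanate BLA inhibitor control wells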
ABHD5-PLIN5 inh: ABHD5-PLIN5 interaction inhibitors, primary screen, cell lysate, split luciferase complementation, luminescence; Perilipin-5 (Homo sapiens) + 1-acylglycerol-3-phosphate O-acyltransferase ABHD5 (Homo …; Split G. princeps luciferase complementation, 4 h; inhibition, % at 4 µM; 360,000 tested, 0.78% active; AID 602281, 2012;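 active = inhibition above the mean inhibition across every tested compound plus 3 SD, cut at about 22% in these data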;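 note: 0% = DMSO only wells and the 100% control is not disclosed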
m5-HT2A agonist: mouse Htr2a agonists via beta-arrestin recruitment, primary screen, cell-based, luminescence. 5-hydroxytryptamine receptor 2A (Mus musculus), P35363. activation, % at 7.6 µM. CHO-K1 mHTR2A beta-arrestin complementation; percent of 30 µM serotonin response. 360,000 tested, 0.66% active;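 active = activation above a run cutoff, the mean activation of all tested compounds plus 3 SD, cut at about 14% in these data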;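 note: 0% = plate median of compound wells and 100% = 30 µM serotonin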
Starred values were filed as active, the others as inactive; / = no result given. The list is partial. The share of hits here may be higher or lower than overall.

entry	molecule	TLR9-MyD88 block	ABHD5-PLIN5 inh	NCOA2 inhibitor	MC4R antagonist	N-glyco inh	m5-HT2A agonist	MC4R ag barr	ABCB6 inh MLPCN	NOD2-RIPK2 inh	H9c2 protect
1	Cc1ccc(C)c(S(=O)(=O)NCC(=O)NCc2ccco2)c1	4	0	-42	13	0	4	0.6	97	20	-4
2	Cc1ccc(OC(=O)c2ccncc2)c(C)c1	-9	5	-18	2	3	3	0.2	102	-15	0
3	COc1cc2c(c3ccccc13)CCCC2=O	-1	-10	-31	4	1	-1	1.7	101	0	-3
4	O=C(Nc1cc(N2CCCCC2)ncn1)c1ccc(F)cc1	14	-6	-4	2	1	-5	-0.2	89	-1	-3
5	O=c1c2c(-c3ccc([N+](=O)[O-])cc3)ccnc2[nH]n1-c1ccccc1	-3	-5	-5	4	1	3	-1.4	102	-1	-1
6	S=C(NC1CCCCC1)N1CCC(C2C=NC=N2)CC1 (stereo not given)	/	-3	2	12	-1	0	4.0	106	-2	-5
7	COc1cccc(CNC(=O)COC(=O)C2CCN(c3ccc(C(F)(F)F)cn3)CC2)c1	-12	-4	-1	6	2	-3	0.6	97	4	-7
8	Cc1ccc(-c2cc(C(=O)NC3CCCCC3)no2)cc1	-3	2	-28	3	0	0	-1.2	97	-4	9
9	CNC(=O)NC(=O)COC(=O)CCc1nc(=O)c2ccccc2n1C	-1	1	4	-5	2	-3	0.0	102	-5	3
10	CCCc1nnc(NC(=O)CCC(=O)N2CCN(CCOc3ccc(C)cc3)CC2)s1	2	2	8	7	1	-7	1.1	92	-16	26
11	Cc1sc2ncnc(SCC(=O)Nc3ccc(S(=O)(=O)N4CCOCC4)cc3)c2c1C	-5	-13	-1	8	0	-4	-1.6	94	-2	-2
12	Cc1ccc(NC(=O)c2ccccc2)cc1-n1cnnn1	-1	0	13	18	-1	-1	-1.7	75	-7	1
13	Cc1cc2nc(N)sc2cc1[N+](=O)[O-]	-12	-13	-22	-12	2	1	0.7	96	5	-3
14	C=CCn1c(SCC(=O)c2c(N)n(C)c(=O)n(C)c2=O)nnc1-c1ccoc1C	11	-2	8	2	1	6	-1.4	102	7	7
15	COc1ccccc1C(=O)NCCCNc1nc2cc(C)cc(C)c2cc1C#N	5	1	-9	9	3	-4	0.2	94	2	27
16	CCc1nc(OCCN(CC)CC)c2oc3ccccc3c2n1	-6	-4	-23	-5	2	-1	-2.9	95	-7	0
17	COc1cc2c(cc1NC(=O)CSc1ccc(C)cc1)oc1ccccc12	7	-9	2	7	2	0	-0.7	95	-4	-10
18	COc1ccc(CC(CC(=O)O)C(=O)Nc2ccc(Cl)c(Cl)c2)cc1 (stereo not given)	-4	-2	1	4	0	4	-1.8	103	-3	0
19	CCCCN(CC)C(=O)Cn1cnc2sc(C)c(S(=O)(=O)N3CCC(C)CC3)c2c1=O	-6	6	-1	6	-1	5	1.8	99	-7	0
20	COc1ccc(C(=O)NCCS(=O)(=O)N2CCN(C(=O)c3ccco3)CC2)cc1	1	13	-7	2	4	-2	-3.8	98	-3	-4
21	COC(=O)CNC(=O)/C=C/c1cc(Br)ccc1OC	-6	-3	9	6	1	-7	-0.9	97	-10	-3
22	N#Cc1c(C(F)(F)F)cc(Cc2ccccc2)nc1SCC(=O)NCC(=O)O	-6	-1	-23	-3	1	-2	-2.0	97	-3	1
23	CC(=O)NN1C(=O)c2ccccc2NC1c1ccoc1 (stereo not given)	1	-8	4	-3	2	-3	-1.3	97	8	8
24	CN(C)C(=S)Oc1ccccc1-c1ccccc1OC(=S)N(C)C	3	5	-7	4	-4	-2	-0.4	93	-1	2
25	O=C(NC1CCCCC1)C(=O)c1c[nH]c2ccccc12	-5	0	-62	-1	-4	5	-2.3	92	-2	-2
26	CCN(CC)CCn1c(=N)n(CC(=O)c2ccc(C)cc2)c2ccccc21	2	14	-42	6	-2	-6	-0.7	99	-5	-4
27	COc1ccc(NC(=O)C(C)N2c3cccc4cccc(c34)S2(=O)=O)cc1 (stereo not given)	-18	-6	-2	6	1	-4	-0.7	109	-1	-8
28	O=C(c1cc(-c2cccs2)on1)N1CCCCC1	3	3	-37	-1	-12	-6	-0.6	101	-19	-16
29	Cc1ccc(S(=O)(=O)N(C)c2ccc(OCC(=O)NC3=NCCS3)cc2)cc1	9	-1	-11	2	2	-7	-2.2	98	-3	-2
30	Cc1ccc(-n2nnnc2SC(C)C(=O)Nc2ccccc2-c2ccccc2)cc1 (stereo not given)	4	-8	7	2	-2	-4	-0.5	95	-3	-4
31	C=C(C)C1CCC2(C(=O)O)CCC3(C)C(CCC4C5(C)C(C=O)C(O)C(C)(C)C5CCC43C)C12 (stereo not given)	8	2	-10	14	-2	-1	-1.3	97	-3	-6
32	O=C(Nc1ncc(Cc2ccccc2)s1)C1CCCO1 (stereo not given)	-4	3	-14	-2	-13	-1	-0.6	96	-11	-16
33	Cc1cc2c(cc1S(=O)(=O)N(C)c1ccccc1)NC(=O)CO2	-4	-4	-7	8	2	5	-4.1	100	-8	3
34	COC(=O)C1=C(C)NC(C)=C(C(=O)OC)C1c1ccc(OC(=O)c2ccco2)cc1	1	1	-23	-10	5	-1	-0.4	105	-3	6
35	Cc1ccc(-c2cc(C(=O)N3CCOCC3)c3ccccc3n2)o1	0	8	-20	6	0	0	-2.0	101	-11	-4
36	Cc1ccc(C(=O)CCNc2cccc(Br)c2)o1	3	4	-29	0	-2	-3	0.5	95	-10	-2
37	CC(=O)Nc1ccc(S(=O)(=O)NC2Cc3ccccc3C2)cc1	-14	-6	6	9	0	-7	0.9	99	-4	-4
38	CCC(Sc1nc2ncccc2[nH]1)C(=O)NCCc1ccccc1 (stereo not given)	-10	5	-6	8	-1	-8	-0.2	95	-2	1
39	O=C(CSc1nnc(C2CC2)n1Cc1ccccc1)c1cc2ccccc2o1	-3	1	-21	6	-2	-3	-0.6	99	8	-5
40	O=C(Cn1cnc2ccccc2c1=O)NCCC(=O)Nc1ccc2c(c1)OCO2	-9	2	-8	-5	1	-1	-1.0	95	-3	3
41	Cn1ccc2c(-c3cccc(C=O)c3F)cc3c(c21)C1CCC3C1 (stereo not given)	/	7	11	/	1	-1	/	101	-4	2
42	CCCCCOC(=O)Nc1ccc(S(=O)(=O)Nc2cccc([N+](=O)[O-])c2)cc1	-7	-16	-3	-3	-4	-4	14*	98	-5	-11
43	COc1cc(/C=C2/SC(=S)N(CC(=O)O)C2=O)ccc1OC(=O)c1ccco1	2	-13	19	5	-4	0	-1.9	121	-11	-11
44	CCOCCCNC(=O)CN(Cc1ccc(Cl)cc1)S(C)(=O)=O	2	-2	1	4	-1	-3	-1.2	95	4	-4
45	Cc1ccc(C(=O)O/N=C\c2ccc(N3CCOCC3)c([N+](=O)[O-])c2)cc1	-2	-5	16	-2	0	-2	-1.9	101	-4	6
46	O=C(/C=C/c1ccc(F)cc1)NC(=S)NC1CCCCC1	7	7	13	4	0	4	3.6	96	-8	2
47	O=C(CSc1cccc(C(F)(F)F)c1)NC(=O)c1ccccc1	-2	4	11	-6	0	5	-1.7	99	-13	2
48	Cc1cc(/C=N/n2cnnc2)c(C)n1-c1ccccc1	0	6	-37	-7	3	-6	-1.0	89	-2	11
49	COc1ccc(CN(Cc2nc3ccccc3c(=O)[nH]2)C(=O)NC2CCCCC2)cc1	13	-10	-17	1	-1	4	0.3	96	8	16
50	Cc1cccc(N(CC(=O)NCCc2ccccc2)C(=O)CCC(=O)Nc2ccccn2)c1C	1	-2	-37	-1	9	7	3.0	101	4	4

Continuation:
entry	molecule	TLR9-MyD88 block	ABHD5-PLIN5 inh	NCOA2 inhibitor	MC4R antagonist	N-glyco inh	m5-HT2A agonist	MC4R ag barr	ABCB6 inh MLPCN	NOD2-RIPK2 inh	H9c2 protect
51	COC(=O)c1cn(NC(=O)C2COc3ccccc3O2)c(=O)c2ccccc12 (stereo not given)	4	-7	-17	-3	0	1	1.3	94	-6	3
52	Cc1nc(-c2ccc3c(c2)CCC(=O)N3)cs1	-7	-5	-87	5	5	2	2.7	102	-10	0
53	CCOc1ccccc1N1CC(C(=O)Nc2c(C)n(C)n(-c3ccccc3)c2=O)CC1=O (stereo not given)	2	-1	1	10	-1	0	-3.2	98	-3	3
54	CN(c1ccccc1)c1nc(N)c(C#N)c(CC#N)c1C#N	5	10	-2	3	2	0	-1.3	98	0	0
55	COc1ccc(/C=N/N2CCOCC2)cc1OCc1ccccc1	-4	-17	17	-16	0	0	-2.4	101	-1	7
56	Cc1ccc(C(C)NC(=S)NC2CCCCC2)cc1C (stereo not given)	20	-1	22	5	-3	-1	1.2	99	-7	-2
57	Nc1nc(N)c(N=Nc2ccc(Cl)cc2)c(=O)[nH]1	2	6	-49	-17	8	0	-2.8	99	4	-6
58	COCCn1c(SCc2ccc(OC)c(F)c2)nnc1-c1ccncc1	-3	-2	-20	-7	1	3	-2.2	93	-10	-2
59	CCOC(=O)N1CCN(C(=O)CN2C(=O)c3ccccc3S2(=O)=O)CC1	1	-4	-4	4	0	1	1.6	98	7	3
60	COc1ccc(S(=O)(=O)NCc2ccncc2)cc1OC	-5	1	12	6	-1	3	-0.4	99	-2	-8
61	Clc1ccc(-n2cc(COCc3ccccc3)nn2)cc1	-3	-8	-51	0	-9	1	0.6	99	-4	-1
62	CSC(=N/N=C(\N)c1cnccn1)SC	-4	2	17	-2	-1	-1	-1.2	99	-3	-1
63	COc1ccc(CC(=O)N/N=C(\C)c2cccnc2)cc1	-5	-4	-21	2	0	-6	-2.6	104	13	0
64	Cc1ccc(NC(=O)C2Cc3ccccc3CN2C(=O)c2ccco2)cc1S(=O)(=O)N(C)C (stereo not given)	0	4	-10	7	-4	-10	0.0	97	2	0
65	CCN(CC(=O)N1CCOCC1)S(=O)(=O)c1ccccc1	-4	9	-17	20	2	-12	1.1	104	-9	-5
66	CC1(C(=O)NC(=S)N(Cc2ccccc2)c2ccccn2)CC1(Cl)Cl (stereo not given)	1	-7	-11	17	3	-2	1.2	102	-7	-3
67	O=C(Nc1cccc(F)c1)c1sc(Cl)nc1-c1ccccc1	-1	-9	-12	19	-2	3	3.4	115	5	-5

High-throughput results (PubChem)
